# Screens deposited in PubChem by several laboratories.
# rCAG binder = binders of r(CAG) RNA repeats, primary screen, biochemical, fluorescence | r(CAG) RNA repeat, TO-PRO-1 dye displacement fluorescence | inhibition, % at 3 µM | hit rate 1.3% among 370,000 | AID 651821, 2012;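 active = inhibition above the plate cutoff, the mean of all test compounds on that plate plus 3 SD, cut at about 35% in these data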;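 also: 0% = DMSO alone and 100% = 100 µM mitoxantrone as full dye displacement; higher means more dye released from RNA so lower well fluorescence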
# ASAP1 GAP inh = inhibitors of human ASAP1 ArfGAP activity, primary screen, biochemical, fluorescence polarization; hit rate 0.19% among 360,000; inhibition, % at 16.5 µM; Arf-GAP with SH3 domain, ANK repeat and PH domain-containing protein 1 (Homo sapiens), …; ASAP1-stimulated ARF1 GTP hydrolysis, GDP FP detection; AID 624377, 2012; in the data active = inhibition above about 25%;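 also: 0% = vehicle with enzyme and substrate and 100% = no enzyme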
# NPR1 activator = GC-A stimulated cGMP production enhancers – HEK293 GC-A cells, cGMP TR-FRET, EC30 ANP, primary screen; Atrial natriuretic peptide receptor 1 (Homo sapiens), P16066; activation, % at 10 µM; 0% at EC30 ANP, 100% saturating ANP; hit rate 0.14% among 370,000; in the data active = activation above about 40%
# Target sequence (P16066 whole entry, looked up): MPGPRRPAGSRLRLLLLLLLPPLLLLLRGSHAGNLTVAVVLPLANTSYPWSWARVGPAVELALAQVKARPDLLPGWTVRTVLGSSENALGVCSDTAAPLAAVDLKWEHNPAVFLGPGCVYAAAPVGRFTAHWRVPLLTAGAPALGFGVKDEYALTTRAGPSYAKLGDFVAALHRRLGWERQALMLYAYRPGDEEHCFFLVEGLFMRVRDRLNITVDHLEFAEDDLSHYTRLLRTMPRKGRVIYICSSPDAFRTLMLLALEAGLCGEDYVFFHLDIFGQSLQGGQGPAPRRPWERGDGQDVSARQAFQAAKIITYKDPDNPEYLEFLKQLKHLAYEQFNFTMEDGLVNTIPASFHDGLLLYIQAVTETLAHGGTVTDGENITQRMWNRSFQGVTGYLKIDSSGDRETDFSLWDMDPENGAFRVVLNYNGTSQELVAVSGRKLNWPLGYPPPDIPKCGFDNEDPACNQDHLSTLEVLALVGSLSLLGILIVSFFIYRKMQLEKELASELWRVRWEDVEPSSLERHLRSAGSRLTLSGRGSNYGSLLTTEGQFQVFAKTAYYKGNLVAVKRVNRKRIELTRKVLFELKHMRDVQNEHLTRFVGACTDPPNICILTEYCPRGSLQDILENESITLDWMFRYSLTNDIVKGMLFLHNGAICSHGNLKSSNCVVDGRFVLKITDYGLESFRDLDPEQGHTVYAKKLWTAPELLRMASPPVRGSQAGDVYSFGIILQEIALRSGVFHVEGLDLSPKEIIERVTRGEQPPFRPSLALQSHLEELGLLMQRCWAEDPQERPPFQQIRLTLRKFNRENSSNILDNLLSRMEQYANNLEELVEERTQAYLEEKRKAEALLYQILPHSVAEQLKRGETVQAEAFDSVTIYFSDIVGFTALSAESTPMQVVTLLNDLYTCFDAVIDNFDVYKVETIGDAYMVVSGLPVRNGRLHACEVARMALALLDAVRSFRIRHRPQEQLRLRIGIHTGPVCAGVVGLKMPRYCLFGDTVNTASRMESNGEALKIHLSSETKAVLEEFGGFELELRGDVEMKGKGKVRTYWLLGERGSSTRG
# ARFGAP1 inhibitor = inhibitors of rat ARFGAP1 GAP activity, primary screen, biochemical, fluorescence polarization, GDP tracer. ADP-ribosylation factor GTPase-activating protein 1 (Rattus norvegicus), Q62848. Arfgap1-stimulated ARF1 GTP hydrolysis, GDP FP detection. inhibition, % at 16.5 µM. hit rate 0.26% among 360,000. AID 651572, 2012;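 active = inhibition above a per-plate limit, mean inhibition of low control wells plus 3 SD, cut at about 25% in these data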;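 also: 0% = DMSO wells with enzyme and 100% = wells lacking Arfgap1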
#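 Material – truncated rat Arfgap1 GAP domain · Buffer or medium – HEPES-based buffer, pH 7.5 · Reagent – human ARF1(Δ1-17)-GTP substrate · Dosing – 16.5 µM single point, 1.26% DMSO · Schedule – GTP hydrolysis reaction 2 h at 25 °C · Technique – GDP detection by fluorescence polarization · Benchmarks – No-Arfgap1 wells (100%) versus DMSO full-reaction wells (0%) · Repeats – single replicate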
# FXN GAA850 act = FXN promoter activators, primary screen, cell-based, luciferase luminescence, HEK293 lucGAA850. HEK293 lucGAA850 FXN promoter luciferase reporter, 24 h; percent of 10 µM SAHA response. activation, % at 6 µM. hit rate 0.56% among 360,000. AID 540364, 2011;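 active = activation above the average of all compounds screened plus 3 SD, cutoff fixed separately per campaign, cut at about 7.5% in these data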;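 also: 0% = DMSO wells and 100% = 10 µM SAHA wells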
# ADAM10 inh = human ADAM10 inhibitors, primary screen, biochemical, QFRET, HTS; recombinant ADAM10, EDANS/DABCYL FRET peptide cleavage, 3 h; Disintegrin and metalloproteinase domain-containing protein 10 (Homo sapiens), O14672; inhibition, % at 7 µM; hit rate 0.62% among 370,000;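 active = inhibition above a per-campaign cutoff equal to the mean of compounds falling between control-based bounds plus 3 SD, cut at about 20% in these data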;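 also: 0% = DMSO wells while the 100% control is not disclosed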
# DDE Tn6 FP inh = inhibitors of Tn6 peptide binding to fibrin DD(E), primary screen, biochemical, fluorescence polarization, human fibrin, Tn6 probe; Fibrinogen beta chain (Homo sapiens), P02675; Fibrin DD(E) TRITC-Tn6 fluorescence polarization displacement; inhibition, % at 8.3 µM; hit rate 0.21% among 370,000;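 active = inhibition above a per-campaign cutoff: mean of compounds within control limits plus 3 SD, cut at about 15% in these data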;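 also: 0% = median of all compound wells on the plate and 100% = blocking peptide control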
# NPR2 activator = human GC-B receptor activators, primary screen, HEK293 GC-B cells, cGMP TR-FRET, EC30 CNP | activation, % at 10 µM | AID 1920062, 2024 | hit rate 0.11% among 370,000 | Atrial natriuretic peptide receptor 2 (Homo sapiens), P20594 | 0% at EC30 CNP, 100% saturating CNP;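 active = activation at 10 µM reaching about 35% in either raw or pattern-adjusted values, limit read from the data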
# KLK7 zymogen act = proKLK7 zymogen activators, primary screen, biochemical, fluorescence intensity; purified proKLK7, EDANS-DABCYL substrate fluorescence; 100% is mature enzyme control, 0% vehicle; activation, % at 7 µM; hit rate 0.9% among 370,000; AID 652039, 2013;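 active = activation above the mean of all tested compounds plus 3 SD, computed per campaign excluding outliers beyond control limits, cut at about 13% in these data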
# sPLA2-III inh = human group III sPLA2 inhibitors, primary screen, biochemical, QFRET, BODIPY PC-A2 liposome substrate; inhibition, % at 12.2 µM; Group 3 secretory phospholipase A2 (Homo sapiens), Q9NZ20; hit rate 0.56% among 370,000; QFRET BODIPY PC-A2 liposome hydrolysis, fluorescence;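 active = inhibition above mean plus 3 SD of compounds lying within the high and low control bounds, cut at about 19% in these data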;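 also: 0% = median of test compound wells and 100% = no enzyme DMSO wells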
# Numbers without * were called inactive; i = inactive; / = not tested or not shown. An unsorted share of the library; about 4.5% have a hit in one of these screens.
SMILES,rCAG binder,ASAP1 GAP inh,NPR1 activator,ARFGAP1 inhibitor,FXN GAA850 act,ADAM10 inh,DDE Tn6 FP inh,NPR2 activator,KLK7 zymogen act,sPLA2-III inh
Cc1ccc(S(=O)(=O)N(C)C[C@H]2Oc3cc(C#Cc4ccccc4)ccc3S(=O)(=O)N([C@H](C)CO)C[C@@H]2C)cc1,12,-3,6,2,-1.6,-47,5,2,2.6,-3
Nc1ccc(O)cc1C(=O)OCC(=O)c1ccc(C2CCCCC2)cc1,51*,2,1,3,-0.7,-96,-13,-10,-10,4
Cc1ccccc1NC(=O)/C(C#N)=C\c1cn(CC(=O)O)c2ccccc12,23,-5,1,7,0.3,-10,-2,-2,0.5,-3
CCN(CCO)C(=O)C(c1ccccc1)c1ccccc1,-1,-2,-2,-2,-1.9,4,6,-8,0.8,7
Cc1ccc(NC(=O)CCNS(=O)(=O)c2ccccc2)cc1S(=O)(=O)N1CCOCC1,2,16,-1,11,3.8,4,3,-5,0.2,-10
COc1ccc(CCN(C)C/C=C/c2ccccc2[N+](=O)[O-])cc1OC,-1,13,0,1,0.7,1,-3,3,-0.1,-18
CC1c2[nH]c3ccccc3c2CCN1C(=O)Nc1ccccc1 (configuration not stated),2,8,-1,-2,0.9,-9,-1,-4,0.9,17
O=C(CCSCc1ccc(Cl)cc1)NCc1ccco1,-3,-20,-4,-1,-0.7,0,4,-3,0.0,-2
CCc1cc(=O)[nH]c(SCC(=O)Nc2cc(C)on2)n1,-1,4,0,6,-0.8,-6,-1,-5,0.3,11
Cc1ccc(CN2CCN(/N=C/c3cc([N+](=O)[O-])ccc3Cl)CC2)cc1,-1,6,0,2,0.8,-7,-7,-3,-0.2,7
CCN(CC)S(=O)(=O)c1ccc2oc(C(=O)NCCCN3CCOCC3)c(C)c2c1,-5,-1,-1,-3,2.6,-4,6,-1,0.8,5
COc1cc(/C=N/N2CCN(c3ccccc3)CC2)ccc1OC(C)=O,-10,-2,3,5,3.8,-5,-3,3,-0.5,10
C=CCOc1ccc(NC(=O)C2CC(=O)N(C(C)C)C2)cc1 (configuration not stated),1,-10,2,5,-0.5,-6,8,-3,0.1,10
N=c1c(S(=O)(=O)c2ccccc2)cc2c(=O)n3ccccc3nc2n1CCCN1CCOCC1,3,1,11,7,1.6,i,-5,-2,2.9,-7
O=C(NCc1ccc(F)cc1)C1CCCN(S(=O)(=O)c2ccc(Br)s2)C1 (configuration not stated),-2,3,4,10,0.0,3,0,-2,0.3,-4
CCNC(=S)N(CCc1ccccc1C)Cc1cc2cc(OC)c(OC)cc2[nH]c1=O,-1,-11,2,-14,-2.7,-51,4,2,0.2,4
CC(C)NC(=O)C1(C)CCN1C(=O)c1cccn1C (configuration not stated),3,-5,2,-1,2.3,-15,0,-2,0.1,6
COc1cc(C)nc(Oc2ccc(=O)[nH]n2)n1,-1,6,2,-3,0.6,3,0,4,-0.6,-2
CCC(C)C(NC(=O)c1ccccc1)C(=O)Nc1ccc(S(=O)(=O)Nc2cc(C)nc(C)n2)cc1 (configuration not stated),11,8,-3,14,1.6,-9,-4,5,0.1,-24
O=C(Nc1nccs1)C1CC=CCC1 (configuration not stated),1,-6,-3,-7,0.4,-9,-1,0,-0.1,9

# Compound profiles, from the list above.
# COc1ccc(CCN(C)C/C=C/c2ccccc2[N+](=O)[O-])cc1OC as listed: rCAG binder: -1; ASAP1 GAP inh: 13; NPR1 activator: 0; ARFGAP1 inhibitor: 1; FXN GAA850 act: 0.7; ADAM10 inh: 1; DDE Tn6 FP inh: -3; NPR2 activator: 3; KLK7 zymogen act: -0.1; sPLA2-III inh: -18
# Cc1ccc(NC(=O)CCNS(=O)(=O)c2ccccc2)cc1S(=O)(=O)N1CCOCC1 as listed: rCAG binder: 2; ASAP1 GAP inh: 16; NPR1 activator: -1; ARFGAP1 inhibitor: 11; FXN GAA850 act: 3.8; ADAM10 inh: 4; DDE Tn6 FP inh: 3; NPR2 activator: -5; KLK7 zymogen act: 0.2; sPLA2-III inh: -10

# More entries follow:
SMILES,rCAG binder,ASAP1 GAP inh,NPR1 activator,ARFGAP1 inhibitor,FXN GAA850 act,ADAM10 inh,DDE Tn6 FP inh,NPR2 activator,KLK7 zymogen act,sPLA2-III inh
CC(CC(=O)Nc1ccncc1)c1ccccc1 (configuration not stated),-2,-7,0,-8,0.8,-6,7,-4,-0.5,6
COc1ccc(N2CCN(CC(=O)Nc3ccccc3C(=O)NCc3ccccc3)CC2)cc1,-1,-12,1,-5,-0.6,6,-4,-2,0.1,-6
CN1CCC(=C2c3ccccc3C(O)c3ccccc32)CC1 (configuration not stated),-4,-4,-27,-4,1.8,0,-1,-4,-0.3,8
O=C1CCCCCC[C@@H](O)[C@H](O)C[C@H](c2ccccc2)O1,1,-7,4,1,/,-2,4,0,0.3,-1
CCOc1cc(C(=O)Nc2cccnc2)cc(OCC)c1OCC,-9,4,-4,-5,0.7,3,-2,-3,0.4,-3
CCc1nc2c(OCCn3cccc3)cccn2c1N(C=O)Cc1ccc(OC)cc1,16,-12,-2,4,-1.5,-3,-8,7,0.0,-19
Cc1ccc(/C=N/Nc2cn[nH]c(=O)n2)o1,1,6,1,6,4.1,8,1,1,0.2,-5
COc1ccccc1-c1cc(NC(C)=O)c2ncc(-c3cccc(C(C)=O)c3)n2c1,8,4,8,-3,2.7,-8,1,29,0.0,-3
O=C(NC(=S)NCc1ccc(-c2nc3ccccc3s2)cc1)c1ccco1,2,-13,-1,14,4.0,-5,4,-5,-0.8,6
C=CCN1CCN(C(c2ccccc2)c2nnnn2CCC(C)C)CC1 (configuration not stated),-10,-1,-5,2,0.4,3,3,-3,0.5,-5

# Just ADAM10 inh and NPR2 activator (five entries from above):
Structure | ADAM10 inh | NPR2 activator
COc1ccc(N2CCN(CC(=O)Nc3ccccc3C(=O)NCc3ccccc3)CC2)cc1 | 6 | -2
CC(CC(=O)Nc1ccncc1)c1ccccc1 (configuration not stated) | -6 | -4
Cc1ccc(/C=N/Nc2cn[nH]c(=O)n2)o1 | 8 | 1
CN1CCC(=C2c3ccccc3C(O)c3ccccc32)CC1 (configuration not stated) | 0 | -4
O=C(NC(=S)NCc1ccc(-c2nc3ccccc3s2)cc1)c1ccco1 | -5 | -5

# The listing picks up, repeating the 2 entries before the break.
SMILES,rCAG binder,ASAP1 GAP inh,NPR1 activator,ARFGAP1 inhibitor,FXN GAA850 act,ADAM10 inh,DDE Tn6 FP inh,NPR2 activator,KLK7 zymogen act,sPLA2-III inh
O=C(NC(=S)NCc1ccc(-c2nc3ccccc3s2)cc1)c1ccco1,2,-13,-1,14,4.0,-5,4,-5,-0.8,6
C=CCN1CCN(C(c2ccccc2)c2nnnn2CCC(C)C)CC1 (configuration not stated),-10,-1,-5,2,0.4,3,3,-3,0.5,-5
COC(=O)C1C(O)=C(C=NCC(C)N=CC2=C(O)C(C(=O)OC)C(C)(C)CC2=O)C(=O)CC1(C)C (configuration not stated),-2,6,0,2,1.2,-11,8,2,-1.1,3
O=C(CCc1nc2ccccc2[nH]1)N1CCc2ccccc2C1,-1,13,-3,-7,-0.1,-15,-13,-2,0.0,-1
O=C(NCCS(=O)(=O)N1CCN(c2ccccc2)CC1)C1CC(=O)N(c2ccc(F)cc2)C1 (configuration not stated),0,9,4,2,-0.1,-9,-1,2,0.0,11
Cc1ccc(OCC(=O)Nc2ccc(S(=O)(=O)Nc3ccccn3)cc2)cc1,5,1,-2,17,-1.6,-31,7,2,0.8,-17
Cc1ccc([C@H]2C[C@H](n3cc(C4CC4)nn3)[C@@H](O)CN2CC2CCCCC2)cc1,2,8,-10,9,-0.5,-6,1,-10,0.3,-1
Cn1c(N2CCN(C(=O)Nc3ccc(F)cc3)CC2)nc2ccccc21,-3,10,-7,6,2.9,-5,-1,-5,0.5,1
NCCCn1c(C(=O)c2ccc(Cl)cc2)c2ccc(C(F)(F)F)cc2[n+]1[O-],6,-8,-11,16,2.0,-4,6,-14,0.6,16
c1ccc(-c2ccc3[nH]ccc3c2)cc1,12,3,5,5,4.2,7,-2,-2,-0.9,-14
CCC(=O)N(Cc1cc(=O)[nH]c2ccccc12)c1ccc(OC)cc1,-3,-8,-9,6,0.3,-13,4,-4,0.3,-1
CCCNS(=O)(=O)c1ccc(OCC(=O)NCC2CCCO2)cc1 (configuration not stated),-2,-1,1,-2,0.5,-4,7,-3,0.5,-1
COc1ccc(NC(=O)Nc2nc3ccccc3s2)cc1,48*,-6,3,14,1.7,7,-8,0,0.3,-12
Cc1ccc(NS(=O)(=O)c2c(C)[nH]c(C)c2C(=O)N2CCCCC2)cc1C,-1,14,-8,4,0.0,8,-7,-7,-0.7,-3
Cc1nc2ccc(NC(=O)N3CCCCC3)cc2s1,2,5,0,18,2.6,-19,1,6,-1.5,2
Cc1cccc(OCCC(=O)Nc2ccc(N3CCOCC3)cc2N2CCOCC2)c1,-2,-1,-3,-8,2.3,-105,3,-3,0.2,5
O=S1(=O)CC(N2CCN(CCO)CC2)CN1Cc1cn(Cc2ccc(C(F)(F)F)cc2)nn1 (configuration not stated),1,10,3,7,/,-8,1,2,0.0,6
O=C(CCC1CCCN(Cc2ccncc2)C1)NCc1ccc(F)c(F)c1 (configuration not stated),-6,-12,2,9,1.5,-4,1,0,0.0,4
Cn1c(=O)c2c(nc(N/N=C/c3cccnc3)n2Cc2ccc(F)cc2)n(C)c1=O,4,4,0,13,1.5,-1,10,-5,0.6,4
CC(=O)NCCc1ccc(S(=O)(=O)Nc2cccnc2)cc1,-2,3,6,2,-1.8,0,0,0,0.4,3
COc1ccc(CNC(=O)c2cc(=O)c3c(C)cc(C)cc3o2)cc1,-3,-11,-6,5,0.9,5,-2,-4,0.0,-5
CC(/C=N/NC(=O)Cc1cccn1C)=C\c1ccccc1,10,3,-3,7,3.5,-1,-2,2,0.4,-13
Cc1ccc(OCC(=O)OCC(=O)Nc2sccc2C(N)=O)cc1C,2,4,4,9,-0.4,6,-7,-5,0.4,1
O=C(NCCNCc1ccccc1)c1ccco1,27,-5,-3,-17,2.9,-18,-5,-4,0.1,6
CC(=O)c1sc(N/N=C\c2c(O)ccc3ccccc23)nc1C,52*,-7,0,-3,3.8,4,0,1,-0.9,0
